# SENP8 block-1 = SENP8 protease inhibitors, primary screen, biochemical, luminescence; AID 2540, 2010; purified SENP8, Z-RLRGG-aminoluciferin cleavage; actives 1.2% (n = 330,000); inhibition, % at 10 µM; Sentrin-specific protease 8 (Homo sapiens), Q96LD8; in the data active means inhibition above about 50%
# Apaf1 inhib = inhibitors of human Apaf-1 apoptosome, primary screen, biochemical, DEVD-Rh110 fluorescence, uHTS. reconstituted apoptosome caspase-3 activity. inhibition, % at 20 µM. AID 489030, 2010. actives 0.71% (n = 330,000). Apoptotic protease-activating factor 1 (Homo sapiens), O14727; active means inhibition of at least 40% at 20 µM;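 further: plate controls were DMSO wells for no effect and DEVD-CHO caspase inhibitor wells for full effect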
# Target sequence (O14727 whole entry, looked up): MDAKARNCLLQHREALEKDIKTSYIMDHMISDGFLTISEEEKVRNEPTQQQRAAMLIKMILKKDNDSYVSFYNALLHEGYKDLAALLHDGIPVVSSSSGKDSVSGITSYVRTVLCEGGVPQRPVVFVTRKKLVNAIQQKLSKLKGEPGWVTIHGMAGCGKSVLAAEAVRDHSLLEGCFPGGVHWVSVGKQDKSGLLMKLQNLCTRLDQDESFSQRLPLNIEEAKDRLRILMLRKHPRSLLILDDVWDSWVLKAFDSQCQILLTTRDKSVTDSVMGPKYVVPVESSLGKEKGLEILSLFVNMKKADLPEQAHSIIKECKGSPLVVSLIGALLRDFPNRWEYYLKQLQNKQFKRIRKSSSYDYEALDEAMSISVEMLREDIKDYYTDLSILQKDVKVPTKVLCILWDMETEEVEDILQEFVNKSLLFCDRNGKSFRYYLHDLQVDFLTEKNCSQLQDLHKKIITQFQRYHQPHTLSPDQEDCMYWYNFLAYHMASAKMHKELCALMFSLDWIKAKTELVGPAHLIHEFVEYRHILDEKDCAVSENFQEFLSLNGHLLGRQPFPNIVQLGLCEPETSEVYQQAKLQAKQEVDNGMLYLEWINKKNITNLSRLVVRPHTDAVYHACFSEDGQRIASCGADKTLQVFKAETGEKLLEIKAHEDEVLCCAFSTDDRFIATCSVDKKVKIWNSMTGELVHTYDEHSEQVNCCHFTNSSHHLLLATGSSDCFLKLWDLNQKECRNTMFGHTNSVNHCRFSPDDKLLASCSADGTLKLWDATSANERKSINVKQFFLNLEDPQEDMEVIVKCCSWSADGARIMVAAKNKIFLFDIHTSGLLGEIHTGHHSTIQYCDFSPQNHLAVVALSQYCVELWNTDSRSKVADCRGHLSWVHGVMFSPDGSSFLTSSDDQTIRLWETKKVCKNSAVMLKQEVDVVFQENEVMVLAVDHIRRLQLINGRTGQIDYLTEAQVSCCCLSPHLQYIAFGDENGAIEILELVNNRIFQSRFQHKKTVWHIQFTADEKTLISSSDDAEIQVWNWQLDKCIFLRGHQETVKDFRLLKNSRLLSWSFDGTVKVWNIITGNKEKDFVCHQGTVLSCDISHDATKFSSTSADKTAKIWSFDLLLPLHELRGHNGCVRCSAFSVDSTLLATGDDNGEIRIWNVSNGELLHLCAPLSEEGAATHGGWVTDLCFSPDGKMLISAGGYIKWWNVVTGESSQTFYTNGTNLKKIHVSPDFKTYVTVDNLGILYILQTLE
#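 System – cell-free apoptosome with Apaf-1, procaspase-3 and caspase-9 · Buffer or medium – pH 7.5 Hepes buffer with CHAPS, BSA, DTT · Also added – cytochrome c with DEVD-Rh110 · Times – 30 min compound preincubation, 50 min activation, room temperature · Technique – Rh110 fluorescence intensity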
# SENP7 block = SENP7 protease inhibitors, primary screen, biochemical, luminescence, uHTS. actives 1.5% (n = 330,000). inhibition, % at 5 µM. Sentrin-specific protease 7 (Homo sapiens), Q9BQF6. recombinant SENP7, Z-RLRGG-aminoluciferin luminescence, 40 min;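 active means inhibition above about 50% at the single test dose, limit read from the data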;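 further: plate controls were DMSO with enzyme for no effect and no enzyme buffer wells for full effect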
# PfG6PD inh = PfG6PD enzyme inhibitors, primary screen, biochemical, fluorescence intensity, uHTS | PfGluPho enzyme, NADPH resazurin-diaphorase fluorescence | inhibition, % at 20 µM | glucose-6-phosphate dehydrogenase-6-phosphogluconolactonase (Plasmodium falciparum 3D7) | actives 0.78% (n = 350,000);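 active means inhibition reaching at least a set limit at 20 µM in the primary screen, cut at about 59% in these data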;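 further: 0% = DMSO wells with substrate and 100% = DMSO wells lacking glucose-6-phosphate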
# SENP1 FRET inh = human SENP1 catalytic domain inhibitors, primary screen, biochemical, FRET, uHTS; actives 0.21% (n = 360,000); Sentrin-specific protease 1 (Homo sapiens), Q9P0U3; AID 624204, 2012; inhibition, % at 10 µM; recombinant SENP1 catalytic domain, CyPet-SUMO1-YPet FRET cleavage;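 active means inhibition at least 30% at 10 µM, raw YFP signal under a set limit, fluorescence ratio 0.5 to 1.5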;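 further: 0% = enzyme with DMSO and 100% = no enzyme wells; some results filed as inactive read as strong as hits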
#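 Material – human SENP1 catalytic domain · Input – SENP1 enzyme, 20 pM final · Compound dosing – single concentration of 10 µM compound, 0.5% DMSO final · Timing – enzyme reaction for 50 min at room temperature, dark · Measured by – FRET fluorescence in CFP and YFP emission channels · Control set – no-enzyme wells low, DMSO-plus-enzyme wells high control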
# SENP6 inh = SENP6 protease inhibitors, primary screen, biochemical, luminescence, uHTS; AID 2599, 2010; actives 1.8% (n = 330,000); inhibition, % at 10 µM; Sentrin-specific protease 6 (Homo sapiens), Q9GZR1; Recombinant SENP6 catalytic domain, aminoluciferin luminescence;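 active means inhibition above about 50% at the single tested dose, limit read from the data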;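 further: plate controls were DMSO wells with enzyme for no effect and DMSO wells lacking enzyme for full effect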
# HKDC1 inhibitor = HKDC1 hexokinase inhibitors, primary screen, biochemical, fluorescence, uHTS; Q2TB90; recombinant HKDC1, G6PDH/diaphorase resazurin coupled fluorescence; inhibition, % at 20 µM; actives 0.16% (n = 340,000); AID 493160, 2011;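 active means inhibition above about 35% when tested at 20 µM, limit read from the data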;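 further: plate controls were DMSO wells with enzyme for no effect and DMSO wells lacking enzyme for full effect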
#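 Test system: Recombinant HKDC1 (HK5) hexokinase enzyme, produced in-house | Input: HKDC1 at 5 µg/mL | Buffer or medium: Tris pH 8.0 buffer with MgCl2, Tween-20, BSA, BME | Schedule: 90 min reaction incubation at room temperature, dark | Technique: Resazurin-to-resorufin fluorescence via G6PDH and diaphorase coupling, 525/613 nm | Controls: DMSO wells with and without enzyme mix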
# SENP8 block-2 = human SENP8 protease inhibitors, primary screen, biochemical, fluorescence, Nedd8 protein substrate, uHTS; Sentrin-specific protease 8 (Homo sapiens), Q96LD8; recombinant SENP8; inhibition, % at 20 µM; actives 0.64% (n = 360,000); AID 602440, 2012; in the data active means inhibition mostly above about 40%, no sharp cut-off; inactive means mostly below about 27%
# The depositor's hits bear a star; x = no result given.
SMILES,SENP8 block-1,Apaf1 inhib,SENP7 block,PfG6PD inh,SENP1 FRET inh,SENP6 inh,HKDC1 inhibitor,SENP8 block-2
CNc1ccc(Br)cc1C(O)c1ccccc1 (stereo not drawn),10,-19,3,-1,0,-4,8,2
Clc1ccccc1-c1nnc2sc(CCc3ccccc3)nn12,0,-5,6,60*,1,-9,-1,3
Cc1cc(C)c(S(=O)(=O)n2cnc3ccccc32)c(C)c1,-1,-12,4,-5,0,1,-5,12
CC(C)C(NS(=O)(=O)c1ccc2c(c1)OCCO2)C(=O)NCCc1ccccn1 (stereo not drawn),-9,6,-2,1,2,-6,2,14
Clc1cccc(-c2nc(NCc3cccnc3)c3ccccc3n2)c1,6,0,-4,9,-3,-6,-3,-46
CCc1nnc(NC(=O)CCC(=O)N2CCCC2)s1,-1,-6,4,-13,0,8,-2,14
Oc1[nH]c2ccccc2c1N=Nc1ccccc1Cl,x,x,x,18,28,x,0,22
C=CCOc1ccccc1/C=N/O,-5,-7,-5,-2,2,-12,6,14
O=C(c1cccc(F)c1)N1CCC(N2CCOCC2)CC1,-3,-3,0,9,1,-10,-6,33
Fc1ccc(C2=Nn3c(nnc3-c3n[nH]c4c3CCC4)SC2)cc1,-3,3,-1,24,2,-22,0,22
Cc1ccc(Cc2cnc(NC(=O)/C(C#N)=C/c3ccc(-c4ccc([N+](=O)[O-])cc4)o3)s2)cc1,-4,-8,3,-11,9,-7,-7,22
Cc1noc(C)c1CSCC(=O)Nc1ccc(Br)cc1Cl,-5,13,2,16,1,5,-4,5
O=S(=O)(c1cc(F)ccc1F)N1CCN(C2CCCCC2)CC1,-7,-13,0,-8,-1,-7,-4,6
Cc1cccc(NC(=O)c2nc[nH]c2C(=O)N[C@@H](CC(C)C)C(=O)OC(C)(C)C)c1,1,21,-19,25,0,-12,6,6
CCC(C)[C@H](NC(=O)[C@H](Cc1ccccc1)n1c(=O)[nH]c2ccccc2c1=O)C(=O)N1CCC[C@@H]1C(=O)O (stereo partly drawn),-3,14,-1,8,3,0,-4,29
C[C@H](NC(=O)C1CCN(C(=O)[C@H](Cc2ccccc2)NC(=O)OC(C)(C)C)CC1)C(=O)O,6,-1,3,4,1,7,-2,10
CC(C)C[C@H]1CN=C(Nc2ccccc2)N1CC1CCCC1,-7,-6,-7,2,-1,-11,-1,6
O=C(c1ccc(S(=O)(=O)NCc2ccco2)cc1)N1CCN(Cc2ccccc2)CC1,-9,3,-7,-2,2,-12,-4,11
CS(=O)(=O)N(CC(=O)N1CCc2ccccc2C1)c1ccc(Cl)cc1F,x,x,x,2,2,x,-2,22
COC(=O)c1cc(CNC(=O)c2ccccc2OCc2c(C)noc2C)ccc1OC,-15,0,-12,-7,1,2,4,9
CC1=NN(C(=O)c2csc(C)c2)C(O)(C(F)(F)F)C1 (stereo not drawn),-10,1,1,-12,2,-8,-3,35
CC(C)(C)C(O)/C=C/c1ccc2c(c1)OCO2 (stereo not drawn),-11,14,-7,x,x,-8,x,x
CCOC(=O)CSc1nc2ccccc2c(=O)n1CCCCCC(=O)NCc1ccco1,-1,12,12,-7,0,8,5,16
O=C(c1ccccc1)N1N=C(c2cccs2)CC1c1ccccc1O (stereo not drawn),-2,5,5,7,1,5,5,-2
CSc1ccc(CN(C)Cc2cc(=O)oc3c(C)c(C)ccc23)cc1,3,19,-6,2,2,7,-1,14

# Shown as a hit in PfG6PD inh, among the entries above:
Molecule	SENP7 block	PfG6PD inh	SENP1 FRET inh	SENP6 inh	HKDC1 inhibitor
Clc1ccccc1-c1nnc2sc(CCc3ccccc3)nn12	6	60*	1	-9	-1

# Looked up one by one from above:
SMILES,SENP8 block-1,Apaf1 inhib,SENP7 block,PfG6PD inh,SENP1 FRET inh,SENP6 inh,HKDC1 inhibitor,SENP8 block-2
CCC(C)[C@H](NC(=O)[C@H](Cc1ccccc1)n1c(=O)[nH]c2ccccc2c1=O)C(=O)N1CCC[C@@H]1C(=O)O (stereo partly drawn),-3,14,-1,8,3,0,-4,29
CC(C)(C)C(O)/C=C/c1ccc2c(c1)OCO2 (stereo not drawn),-11,14,-7,x,x,-8,x,x
Cc1cccc(NC(=O)c2nc[nH]c2C(=O)N[C@@H](CC(C)C)C(=O)OC(C)(C)C)c1,1,21,-19,25,0,-12,6,6
Clc1cccc(-c2nc(NCc3cccnc3)c3ccccc3n2)c1,6,0,-4,9,-3,-6,-3,-46

# No new results follow: an excerpt of the list.
SMILES,SENP8 block-1,Apaf1 inhib,SENP7 block,PfG6PD inh,SENP1 FRET inh,SENP6 inh,HKDC1 inhibitor,SENP8 block-2
CNc1ccc(Br)cc1C(O)c1ccccc1 (stereo not drawn),10,-19,3,-1,0,-4,8,2
Clc1ccccc1-c1nnc2sc(CCc3ccccc3)nn12,0,-5,6,60*,1,-9,-1,3
Cc1cc(C)c(S(=O)(=O)n2cnc3ccccc32)c(C)c1,-1,-12,4,-5,0,1,-5,12
CC(C)C(NS(=O)(=O)c1ccc2c(c1)OCCO2)C(=O)NCCc1ccccn1 (stereo not drawn),-9,6,-2,1,2,-6,2,14
Clc1cccc(-c2nc(NCc3cccnc3)c3ccccc3n2)c1,6,0,-4,9,-3,-6,-3,-46

# Continuation:
SMILES,SENP8 block-1,Apaf1 inhib,SENP7 block,PfG6PD inh,SENP1 FRET inh,SENP6 inh,HKDC1 inhibitor,SENP8 block-2
Cc1onc(-c2c(Cl)cccc2Cl)c1C(=O)O/N=C(\C#N)c1ccccc1,-3,0,0,-1,-2,-51,-1,17
COCC(C)NC(=O)c1ccc2c(c1)S(=O)(=O)c1ccccc1C2=O (stereo not drawn),-7,8,-2,6,1,-15,-5,3
CC(C)C1(CCNC(=O)c2cccs2)CCOC(C)(C)C1 (stereo not drawn),0,-23,-5,1,3,-8,-9,20
CC1CN2C(c3ccc([N+](=O)[O-])cc3)=CSC2=N1 (stereo not drawn),-6,0,-10,41,3,-18,1,18
COc1ccc2nc(Nc3nc(CSc4nc5ccccc5[nH]4)cc(=O)[nH]3)nc(C)c2c1,6,-4,7,-16,-4,-9,21,12
CCOc1ccc(CCNC(=O)COC(=O)CSc2ccc(C)cc2)cc1OCC,-9,12,-15,12,4,1,1,0
COC(=O)[C@H](C)NC(=O)Nc1ccc(S(N)(=O)=O)cc1,4,-8,-1,11,2,4,-8,7
CC1CCCN(C(=O)c2sc3cc([N+](=O)[O-])ccc3c2Cl)C1 (stereo not drawn),-13,13,-1,13,1,9,3,23
Cc1cccc(C(=O)NC(=O)Nc2c(C)cc(C)nc2C)c1,-13,-17,4,-3,2,-30,-3,9
Cc1cc(N/N=C/c2cccc(Cl)c2)nc(NCc2ccccc2)n1,-37,19,8,39,0,-31,0,-14
O=C(OCC(=O)N1CCCC1=O)c1cc2ccccc2o1,-15,7,1,2,-3,-6,-2,-1
CN(C)S(=O)(=O)c1cccc(-c2cn3cc(Cl)ccc3n2)c1,-15,11,-8,28,4,-6,1,-134
CC(C)C(NC(=O)c1ccc(Cl)cc1)C(=O)O (stereo not drawn),4,0,1,-8,3,-11,-2,22
O=S(=O)(c1ccc(Br)s1)N1CCN(c2ccccc2)CC1,-3,15,-9,-10,4,3,-6,18
OC[C@H](O)[C@H](O)[C@@H](O)[C@@H](O)[C@@H]1SC(c2ccccc2)=NN1c1ccccc1,-8,-5,3,18,-8,-13,-4,-6
COC(=O)COc1cccc2c(=O)n(CC(=O)N3CCCCC3)ccc12,3,-9,12,-2,1,-15,-2,-45
COc1ccc2nc(Nc3nc(CSc4nnnn4-c4ccccc4)cc(=O)[nH]3)nc(C)c2c1,-10,11,-4,-4,0,-1,2,14
C/C(CCc1ccco1)=N\NC(=O)CNc1cccc2ccccc12,-4,-8,-1,0,-6,4,19,-412
CCOc1ccc2oc(C(=O)N3CCCN(C)CC3)c(C)c2c1,3,-7,-3,-5,-3,-6,0,-26
Cc1nn(-c2ccccc2)c(N)c1C(c1ccc(C(C)C)cc1)c1c(C)nn(-c2ccccc2)c1N,-8,20,-7,5,-1,-4,-6,-8
O=C(OCc1ccccc1)C1=NNC2C(=O)N(c3ccccc3)C(=O)C12 (stereo not drawn),6,-10,7,0,-1,-9,-18,2
Cc1ccc(NC(=O)CN2C(=O)C(=O)N(C3CCCC3)C2=O)c(Cl)c1,-2,1,0,-3,-1,-1,2,3
C=CC[C@H](CC(=O)NCCO)C(=O)NC[C@H](OC(=O)[C@@H](CC=C)Cc1ccc(F)cc1)c1ccccc1,-13,5,-12,-8,1,6,1,25
CC[C@H](C)[C@@H](C(=O)N1CCNCC1)n1cc([C@@H](N)Cc2ccc(O)cc2)nn1,1,-5,-8,2,1,-7,0,7
C=CCn1c2ccccc2c2nnc(SCC(=O)NC(C(=O)OC)C(C)C)nc21 (stereo not drawn),3,-7,0,20,0,10,-7,5

# Going on with the list.
SMILES,SENP8 block-1,Apaf1 inhib,SENP7 block,PfG6PD inh,SENP1 FRET inh,SENP6 inh,HKDC1 inhibitor,SENP8 block-2
Cc1ccc(CC2CC(=O)N(c3nc4ccccc4s3)C2=O)cc1 (stereo not drawn),-1,9,2,-2,0,7,13,16
O=C(NCc1ccccc1)c1ccc(CNc2c(N3CCCC3)c(=O)c2=O)cc1,6,-21,-7,2,3,-19,-5,6
Cc1ccc(SCc2cn3c(C)cc(C)nc3n2)cc1,3,-23,0,5,2,-3,18,-126
COc1ccc(-n2cnnc2SCc2cnc(-c3ccccc3)s2)cc1,-1,6,2,-2,3,10,-2,14
Cc1ccc(C(=O)Nc2ccc(S(=O)(=O)N3CCc4ccccc4C3)cc2)o1,2,-11,11,10,-2,-3,17,24
COC(=O)c1ccc(C(=O)OC)c(NC(=O)CSCC(=O)O)c1,-15,-7,13,-18,-1,1,0,-25
O=C1C2C(c3ccccc3)(C(=O)N1c1ccc(Cl)cc1)C2(c1ccccc1)c1ccccc1 (stereo not drawn),-1,6,0,-8,-2,-19,7,17

# Screening data deposited in PubChem by Sanford-Burnham Center for Chemical Genomics.
